# G6PDH CS: L. mesenteroides G6PDH inhibitors, counter-screen for G6PDH-coupled screening assays, biochemical, Leuconostoc mesenteroides enzyme. AID 1020, 2008. inhibition, % at 5 µM. Purified L. mesenteroides G6PDH, diaphorase/resazurin coupled fluorescence, 45 min. glucose-6-phosphate dehydrogenase [Leuconostoc mesenteroides]. 200,000 compounds, 0.12% hits; in the data active = inhibition above about 50%
# Diaphorase inh: diaphorase inhibitors and chemical oxidizers, primary screen, counter-screen for diaphorase-coupled primary assays, biochemical, uHTS, resorufin fluorescence; diaphorase resazurin-to-resorufin fluorescence, NADH, 16 min; bacterial (C. kluyveri) enzyme, not human; 190,000 compounds, 0.69% hits; AID 1217, 2008; inhibition, % at 20 µM;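 active = primary screen inhibition at 20 µM above a set limit, cut at about 50% in these data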;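 note: plate controls were DMSO with full reaction for no effect and wells lacking NADH for full effect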
#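 Test system: Clostridium kluyveri diaphorase enzyme / Quantity: diaphorase at 0.14 U/mL in enzyme working solution / Incubation: 16-min room-temperature incubation before reading / Benchmarks: NADH-free wells as positive control, DMSO-only neutral wells / Signal: resorufin fluorescence 544/590 nm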
# TNAP inh no acc: human TNAP enzyme inhibitors, primary screen, biochemical, luminescent, no phosphate acceptor, uHTS | 200,000 compounds, 0.26% hits | AID 1012, 2008 | purified TNAP, CDP-star luminescence, 30 min | Alkaline phosphatase, tissue-nonspecific isozyme (Homo sapiens), P05186 | inhibition, % at 20 µM;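 active = tissue-nonspecific alkaline phosphatase inhibition above about 50% at 20 µM in the single-dose screen, limit read from the data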;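 note: 0% = DMSO negative control and 100% = EDTA positive control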
# Target sequence (P05186 whole entry, looked up): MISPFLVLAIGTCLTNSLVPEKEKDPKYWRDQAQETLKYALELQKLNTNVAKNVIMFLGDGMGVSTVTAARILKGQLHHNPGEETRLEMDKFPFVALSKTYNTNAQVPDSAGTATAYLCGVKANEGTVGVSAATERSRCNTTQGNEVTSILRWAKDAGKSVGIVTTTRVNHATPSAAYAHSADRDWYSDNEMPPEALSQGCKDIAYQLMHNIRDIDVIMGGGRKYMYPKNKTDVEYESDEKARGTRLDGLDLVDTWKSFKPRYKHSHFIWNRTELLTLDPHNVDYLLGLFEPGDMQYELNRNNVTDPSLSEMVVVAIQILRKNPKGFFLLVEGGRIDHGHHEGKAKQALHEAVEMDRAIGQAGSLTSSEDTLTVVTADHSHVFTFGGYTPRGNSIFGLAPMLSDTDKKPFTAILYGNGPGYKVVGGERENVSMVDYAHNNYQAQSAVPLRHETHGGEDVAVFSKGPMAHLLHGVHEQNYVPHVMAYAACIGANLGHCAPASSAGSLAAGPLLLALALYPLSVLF
# PMI act: activators of human PMI, primary screen, biochemical, fluorescence intensity, near-Km mannose 6-phosphate; activation factor at 20 µM; 190,000 compounds, 0.005% hits; Mannose-6-phosphate isomerase (Homo sapiens), P34949; AID 1214, 2008; purified human PMI, coupled resazurin fluorescence, 20 min; stronger effect = higher value; 1 = vehicle control, 0 substrate-free wells;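 active = activation factor of 2 or more at 20 µM, relative to plate controls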
# HMGR II inh: inhibitors of E. faecalis class II HMGR, primary screen, biochemical, Enterococcus faecalis; HMG-CoA reductase (Enterococcus faecalis, mvaE); purified E. faecalis HMGR, NADPH absorbance 340 nm kinetic; inhibition, % at 10 µM; 190,000 compounds, 0.41% hits;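 active = inhibition above a set limit, the median over all tested compounds plus 3 SD, cut at about 9.5% in these data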;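 note: enzyme runs in reverse so mevalonate oxidation gives rising NADPH absorbance; 0% = complete reaction with DMSO and 100% = background rate lacking mevalonate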
# PMI act satM6P: human PMI activators, high substrate, primary screen, biochemical, fluorescence intensity, near-saturating mannose 6-phosphate | Mannose-6-phosphate isomerase (Homo sapiens), P34949 | coupled PMI enzyme assay, resazurin fluorescence, 20 min; stronger effect = higher value; 1 = untreated enzyme, 0 = substrate-free blank | activation factor at 20 µM | 190,000 compounds, 0.34% hits | AID 1216, 2008;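 active = activation factor of 2 or more at 20 µM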
#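 test system = human PMI in coupled enzyme assay | medium = HEPES-buffered pH 7.4 with magnesium and detergent | also added = 1.0 mM mannose-6-phosphate substrate with 0.22 mM NADP+ | compound = 20 µM single dose | times = 20 min incubation at room temperature | measured by = resorufin fluorescence (Ex 544/Em 590 nm) from resazurin via diaphorase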
# FLuc act counter: FLuc activators, initial screening, artefact control for FLuc-dependent activation tests, biochemical, ATPlite luminescence | Luciferin 4-monooxygenase (Photinus pyralis), P08659 | ATPlite luciferase biochemical, 10 min; 0 = ATP-free wells, 1 = DMSO control | activation factor at 10 µM | 200,000 tested, under 10 active | AID 1027, 2008;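 active = luciferase activation factor, scaled between plate controls, of at least 2 with compound at 10 µM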
# Target sequence (P08659 whole entry, looked up): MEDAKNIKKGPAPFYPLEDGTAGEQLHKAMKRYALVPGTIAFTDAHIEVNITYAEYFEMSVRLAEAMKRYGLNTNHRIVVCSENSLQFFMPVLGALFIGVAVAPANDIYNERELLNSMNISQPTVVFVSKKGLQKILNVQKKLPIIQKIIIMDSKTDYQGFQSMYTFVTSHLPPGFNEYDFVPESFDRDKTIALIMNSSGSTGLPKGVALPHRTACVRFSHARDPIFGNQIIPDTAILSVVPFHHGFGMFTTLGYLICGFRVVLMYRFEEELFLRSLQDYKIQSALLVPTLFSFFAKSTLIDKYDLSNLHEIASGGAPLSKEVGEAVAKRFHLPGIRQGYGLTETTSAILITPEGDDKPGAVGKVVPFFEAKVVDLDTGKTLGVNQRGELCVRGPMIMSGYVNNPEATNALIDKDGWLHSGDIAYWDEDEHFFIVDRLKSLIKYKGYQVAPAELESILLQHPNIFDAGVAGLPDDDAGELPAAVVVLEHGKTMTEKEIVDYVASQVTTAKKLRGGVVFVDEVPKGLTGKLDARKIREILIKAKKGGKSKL
#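 Assay system: Luciferase/luciferin reagent mix; Medium: PBS as buffer for the ATP substrate; Dosing: test compounds dosed from 2 mM stocks in 100% DMSO; Times: 10 min, room temperature; Signal: luminescence from luciferase reaction; Read-out: luciferase activation; Controls: No-ATP low control, compound-free enzyme-plus-ATP high control.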
# Diaphorase act: compounds boosting diaphorase resazurin reduction – biochemical, uHTS, resorufin fluorescence, counter-screen for diaphorase-coupled primary assays, primary screen | Diaphorase/resazurin coupled assay, 16 min; stronger effect = higher value; 1 = vehicle wells, 0 = NADH-free wells | activation factor at 20 µM | 190,000 compounds, 0.005% hits | AID 1229, 2008;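 active = diaphorase activity raised at least twofold by the compound at 20 µM; inactive = activation factor below 2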
#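 Test system: Clostridium kluyveri diaphorase, purified enzyme. Buffer or medium: 50 mM HEPES pH 7.4 buffer plus MgCl2 and Tween 20. Also added: 0.114 mM NADH and 0.1 mM resazurin, final amounts. Dosing: compound 20 µM once, DMSO 1%. Schedule: 16 min enzyme reaction, ambient temperature. Detection: fluorescence of resorufin, 544 nm excitation, 590 nm emission.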
# TNAP inh hiacc: human TNAP enzyme inhibitors, primary screen, biochemical, luminescent, high phosphate acceptor level, uHTS; Alkaline phosphatase, tissue-nonspecific isozyme (Homo sapiens), P05186; 200,000 compounds, 0.03% hits; inhibition, % at 20 µM; purified TNAP, CDP-star luminescence, 1 M DEA;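 active = over 50% inhibition of tissue-nonspecific alkaline phosphatase at 20 µM in the single-dose screen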;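 note: plate controls were DMSO wells for no effect and EDTA-quenched wells as full inhibition for full effect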
# TNAP act hi DEA: TNAP activators at high phosphate acceptor level, primary screen, biochemical, luminescence, uHTS | Alkaline phosphatase, tissue-nonspecific isozyme (Homo sapiens), P05186 | purified TNAP, CDP-star luminescence, 1 M DEA, 30 min; stronger effect = higher value; 0 = EDTA background, 1 = DMSO-only activity | activation factor at 20 µM | 200,000 tested, under 10 active | AID 1136, 2008;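 active = activation factor at least 2 at 20 µM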
#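 Measured by: Luminescent substrate turnover signal | Test system: Human TNAP | Input: TNAP 1/800 final | Dosing: 20 µM single point | Schedule: 30 min, room temperature | Controls: EDTA wells as negative control, DMSO wells as positive control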
# * marks the source's active call; other numbers are inactive results. No enrichment for hits; overall some 1.7% were active at least once.
# Every second line gives: G6PDH CS	Diaphorase inh	TNAP inh no acc	PMI act	HMGR II inh	PMI act satM6P	FLuc act counter	Diaphorase act	TNAP inh hiacc	TNAP act hi DEA
> CCN(c1ccc(OCC(=O)OCC(=O)c2c(N)n(C)c(=O)n(C)c2=O)cc1)S(=O)(=O)c1ccccc1
  -6	10	7	1.1	1	1	1.2	0.9	9	0.9
> Cc1ccc(-c2cc(C(F)F)nc(NCc3cccs3)n2)cc1
  8	7	-1	0.9	4	0.9	1.1	0.9	1	1
> Cc1ccc(Nc2c(-c3ccc(N4CCOCC4)cc3)nc3ncccn23)cc1
  11	-14	-1	1.1	-4	1.2	1	1.1	7	0.9
> Cc1cnc(NC(=O)CSc2nnc(CNc3ccc(F)cc3)n2CC2CCCO2)s1 (stereo unspecified)
  9	-12	7	1.1	-4	1.1	1.1	1.1	-9	1.1
> CCCS(=O)(=O)N1CCC(C(=O)NCc2ccco2)CC1
  -1	12	-7	0.9	0	1	1.1	0.9	0	1
> Cn1cnnc1SCC(=O)Nc1ccc(F)cc1F
  9	-20	-7	1	-8	1.1	1	1.2	-5	1.1
> OCC1(Cc2cccc(Cl)c2)CCCN(Cc2cn[nH]c2C2CCCCC2)C1 (stereo unspecified)
  14	15	-1	0.9	0	0.9	1	0.9	-3	1
> CCCc1nc(N)c(C#N)c(-c2cccnc2)c1CC
  3	16	-10	0.9	3	0.9	1.1	0.8	-3	1
> O=C(Cc1cccc(C(F)(F)F)c1)Nc1ccccc1
  8	16	-5	0.8	-1	0.9	1	0.8	-3	1
> CCOC(=O)Cn1c(=O)c2c(nc3n2CCS3)n(C)c1=O
  5	27	-13	0.9	-1	0.9	1.1	0.7	-7	1.1
> NC(=O)CSc1oc(-c2ccc(F)cc2)nc1S(=O)(=O)c1ccccc1
  -8	15	-8	0.9	4	0.9	1	0.9	-2	1
> COc1ccc2nc(C)cc(Nc3ccc(N4CCOCC4)cc3)c2c1
  7	-3	-5	0.9	-2	0.9	1	1	0	1
> N#CC1=C2SCC(O)(c3ccccc3)N2C(=O)CC1c1ccccc1F (stereo unspecified)
  17	20	-10	0.9	-4	1	1.1	0.8	-3	1
> CC(=O)Nc1cc(ON=C(C)C)cc([N+](=O)[O-])c1
  4	13	-10	1	-5	0.9	1.1	0.9	-5	1
> Cc1cc(=O)n2[nH]c(NCc3ccccc3F)nc2n1
  2	2	-9	1.1	-1	1.1	1	1	-4	1
> COc1ccccc1CNC(=O)C/C(C)=N/NC(=O)Cc1ccccc1
  4	5	-8	1	-5	1.1	1.1	0.9	-3	1
> CCCc1cc(=O)[nH]c(SCc2nc3ccccc3s2)n1
  4	5	12	1	-7	1	1.1	0.9	-1	1
> COc1ccc(NC(=O)CCN2CCOCC2)c(OC)c1
  13	-4	-5	1	-7	1	1	1	-6	1.1
> O=C(Cc1ccc(Cl)cc1)Nc1ccc(-c2cc3ccccc3oc2=O)c(Cl)c1
  -14	21	-17	0.8	-6	1	1.1	0.8	-3	1
> O=C(C1CC1)N1CCN(c2ccnc3cc(Cl)ccc23)CC1
  2	-3	-12	1	6	1	1	1	-1	1
> Cc1ccc2nc(NC(=O)c3ccc(NS(=O)(=O)c4cccs4)cc3)sc2c1
  -7	13	-5	1	-1	1.1	1	0.9	-3	1
> Cc1ccc(-n2cc(CNC(C)c3cnn(C)c3)c(-c3ccc(F)cc3)n2)cc1 (stereo unspecified)
  4	-8	-2	0.9	-4	1	1	1.1	-1	1
> Cc1cc(C)n(-c2nc(C)nc3c2cnn3-c2ccccc2)n1
  -5	17	-5	0.9	0	0.8	1	0.8	-1	1
> COC(=O)CSc1nc2sc(C)c(C)c2c(=O)n1C
  7	17	6	1	-10	0.9	1.1	0.8	-5	1
> Oc1sc(C=Nc2ccccc2)c2ccccc12
  -6	16	-10	0.7	-5	0.8	0.9	0.8	11	0.9
> O=c1c2cnn(-c3ccc(F)cc3)c2ncn1Cc1ccc(F)cc1
  1	-1	-9	1.1	3	1	1	1	0	1
> CCOC(=O)C1CCN(C(=O)NC23CC4CC(CC(C4)C2)C3)CC1
  37	16	-7	0.8	0	0.8	1	0.8	-5	1
> COc1ccc(C2CC(c3ccc4ccccc4c3)=NN2C(=O)CN2CCC(C(N)=O)CC2)cc1 (stereo unspecified)
  -2	-30	-14	1.2	-2	1.2	1	1.3	-3	1
> COc1ccc2cc(C(c3nnnn3CC3CCCO3)N3CCOCC3)c(=O)[nH]c2c1 (stereo unspecified)
  3	7	-19	1.1	2	1	1.1	0.9	-7	1.1
> O=C(c1ccc(S(=O)(=O)c2ccc(Cl)cc2)cc1)N1CCOCC1
  2	3	-13	1	-3	1	1.1	1	-8	1.1
> COc1ccccc1NC(=S)NCCc1ccc(F)cc1
  10	14	-3	0.9	-10	0.9	1.1	0.9	-3	1
> CCN(CC)c1ncnc2c1[nH]c1ccccc12
  -4	15	-12	0.9	-8	1	1	0.9	-5	1.1
> O=C(COc1ccc([N+](=O)[O-])cc1)Nn1cnnc1
  -1	-1	0	1.2	-9	1.2	1	1	-1	1
> CCc1ccc(C(N)=S)cc1
  2	10	-38	1	-3	1	1	0.9	-2	1
> O=C(Nc1nccs1)c1nc(-c2ccccc2)n(-c2ccccc2)n1
  2	9	6	1.1	-3	1	1.1	0.9	-7	1.1
> Cc1ccc(S(=O)(=O)CCSc2cccc(C(=O)Nc3ccccc3C(=O)O)c2)cc1
  -18	35	-10	1	-2	1	1	0.7	-5	1
> CCOc1cc(C(=O)NCc2ccc(C)cc2)ccc1OCC(=O)N1CCOCC1
  6	6	-13	1.1	-4	1.2	1.1	0.9	-6	1.1
> Cc1ccc(NC(=O)N(CCCN2CCOCC2)Cc2cc3cc4c(cc3[nH]c2=O)OCO4)cc1
  10	12	-9	0.8	-3	0.8	1	0.9	-4	1
> O=S(=O)(Nc1ccc(F)cc1)N1CCCCCC1
  0	16	-14	0.9	2	1	1.1	0.8	-4	1
> COc1cccc(-n2c(CN3CCN(c4ccccc4)CC3)nc3ccc([N+](=O)[O-])cc3c2=O)c1
  5	11	-15	0.9	-4	1	1	0.9	-1	1
> CC(CCc1ccccc1)NC(=O)/C=C/c1ccc(Cl)cc1 (stereo unspecified)
  0	10	-2	0.9	1	0.9	1	0.9	3	1
> O=C(/C=C/Nc1ccc(F)cc1F)c1ccco1
  -2	4	-11	1.1	-7	1	0	1	-2	1
> CS(=O)(=O)Nc1ccccc1Oc1ccccc1
  6	11	-2	1.1	0	1.2	1.1	0.9	-1	1
> CC#CC[N+](C)(CC#CC)CC(=O)c1ccccc1
  -2	4	-8	1.1	-1	1.1	1	1	1	1
> CCN(C(=O)c1cc2ccccc2oc1=O)c1cccc(C)c1
  12	4	0	1	-6	1	1	1	3	1
> CC(=O)NC(=S)Nc1ccc(N2CCOCC2)c(S(=O)(=O)Nc2cc(Cl)ccc2Cl)c1
  10	12	-23	1	-1	1	1	0.9	-4	1
> O=C(N/N=C\c1ccc2c(c1)OCO2)c1ccc(Cn2cc(Br)c([N+](=O)[O-])n2)o1
  13	16	6	0.9	-3	0.9	0.7	0.8	0	1
> Cc1ccc(Nc2oc(C)nc2C#N)cc1
  3	11	-8	1	-3	1	1	0.9	-1	1
> Cc1cc(C2C(C#N)=C(N)OC3=C2C(=O)CC(C)(C)C3)c(C)s1 (stereo unspecified)
  -1	15	-4	1	2	1.1	1.1	0.9	-8	1.1
> O=C(NCC1CCCO1)C1CCCCN1S(=O)(=O)c1ccc(F)cc1 (stereo unspecified)
  13	4	-1	1.3	-2	1.4	1.1	1	-1	1

# The list continues:
# Every second line gives: G6PDH CS	Diaphorase inh	TNAP inh no acc	PMI act	HMGR II inh	PMI act satM6P	FLuc act counter	Diaphorase act	TNAP inh hiacc	TNAP act hi DEA
> O=C(COC(=O)c1cccc(S(=O)(=O)N2CCCC2)c1)NCc1ccccc1
  -4	6	-1	1	-4	1	1	0.9	4	1
> C/C(N)=C(/C#N)C(=O)CSc1n[nH]c(-c2cccs2)n1
  10	3	62*	1.1	2	1	1	1	-4	1
> COc1ccc2cc(CN(CC3COCCO3)S(=O)(=O)c3c(C)cc(C)cc3C)c(=O)[nH]c2c1 (stereo unspecified)
  5	23	-6	0.9	-1	0.9	1.1	0.8	-8	1.1
> Nc1nnc(SCC(=O)Nc2ccc(Cl)c(C(=O)O)c2)s1
  4	3	4	1.3	-3	1.2	1.1	1	-6	1.1
> CCN(Cc1cc2cc(C)ccc2[nH]c1=O)C(=O)c1cccc(OC)c1
  3	11	-15	1	-2	1	1.1	0.9	-3	1
> O=C1C(Cl)=C(Nc2ccccc2)C(=O)c2ccccc21
  45	31	0	1	1	0.5	1	0.7	7	0.9
> CCOC(=O)CNC(=O)CSc1nnc(Cn2c(=O)sc3ccccc32)n1-c1ccccc1C
  10	9	-4	0.9	3	0.9	1.1	0.9	0	1
> CCOc1cc(/C=C2/SC(=S)NC2=O)ccc1OC(=O)c1ccco1
  10	0	3	0.8	-5	1	1	1	47	0.5
